Bioassay records from PubChem.
NTR1 ag = agonists of NTR1, primary screen, imaging, U2OS cells, beta-arrestin-GFP, high content (AID 493036). NTR1-U2OS beta-arrestin-GFP spot imaging, agonist mode. activation, % at 20 µM. 330,000 compounds, 0.17% hits;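 active = activation at or above 40% of the spot to cytoplasm intensity ratio, with at least 20 cells analyzed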;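 note: 0% = DMSO without peptide and 100% = 100 nM NTR1 peptide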
Target sequence (P30989 whole entry, looked up): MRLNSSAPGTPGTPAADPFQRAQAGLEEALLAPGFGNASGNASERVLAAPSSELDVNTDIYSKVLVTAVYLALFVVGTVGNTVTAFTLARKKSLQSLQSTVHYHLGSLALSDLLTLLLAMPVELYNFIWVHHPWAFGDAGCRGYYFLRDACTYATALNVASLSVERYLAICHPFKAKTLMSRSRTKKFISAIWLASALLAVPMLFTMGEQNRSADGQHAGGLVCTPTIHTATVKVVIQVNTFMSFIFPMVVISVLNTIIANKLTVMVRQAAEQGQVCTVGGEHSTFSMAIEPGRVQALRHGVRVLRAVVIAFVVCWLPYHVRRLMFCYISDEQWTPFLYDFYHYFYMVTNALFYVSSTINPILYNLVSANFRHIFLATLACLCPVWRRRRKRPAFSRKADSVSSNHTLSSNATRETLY
KOR beta-arrestin-1 = KOR agonists, beta-arrestin recruitment, primary screen, cell-based, luminescence, uHTS (AID 1777) | KOR beta-arrestin recruitment, luminescence; higher % means a stronger effect | activation, % at 10 µM; hits with a dose series show EC50 in µM | 280,000 compounds, 0.02% hits; in the data active = activation above about 50%, passing the limit was not always enough; note: a part of the inactive calls stands beside numbers as strong as those of hits
ER stress rescue = rescue of cells from ER stress-induced death, primary screen, 384-well, CSM14.1, thapsigargin, ATP luminescence (AID 1222). 190,000 tested, under 10 active. CSM14.1 thapsigargin-induced death rescue, ATP luminescence; higher % means a stronger effect. cellular ATP content (survival), % at 20 µM; hits with a dose series show EC50 in µM;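 active = EC50 below 50 µM in the dose-response confirmation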;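 note: death triggered by thapsigargin at about 15 µM added after 2 h compound pretreatment; cell ATP read after overnight thapsigargin exposure of roughly 18 to 22 hours; normalized against plate controls of thapsigargin alone and 5% DMSO vehicle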
TNAP activation fold = human TNAP enzyme activators, primary screen, biochemical, luminescent, no phosphate acceptor, uHTS (AID 1001) | Alkaline phosphatase, tissue-nonspecific isozyme (Homo sapiens) | purified TNAP, luminescent activation assay, no phosphate acceptor; higher activation fold means a stronger effect | activation fold at 20 µM; hits with a dose series show EC50 in µM | 200,000 compounds, 0.03% hits; in the data active = activation fold from about 3, or a potency from the dose series; inactive = the rest, 99 in 100 with activation fold below about 1.6; note: many of its hits are not listed in these tables
NOD1 NF-kB reporter = NOD1 signaling inhibitors, primary screen, cell-based, luminescence, uHTS (AID 1578); NOD1-driven NF-kB luciferase reporter cells, luminescence; higher % means a stronger effect; inhibition, % at 4 µM, or EC50 in µM where a hit was titrated; 290,000 compounds, 1% hits; in the data active = inhibition mostly above about 36%, no sharp cut-off; inactive = mostly below about 34%;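 note: HEK-293T reporter cells stimulated with the NOD1 agonist gamma-tri-DAP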
Yfh1-depleted yeast = enhancers of respiration in Yfh1-depleted yeast, dose response, Friedreich's ataxia, plus single-dose screen (AID 1465); 220,000 compounds, 0.074% hits; S. cerevisiae Yfh1-off respiration, WST-1 reduction, 72 h; higher fold induction means a stronger effect; one-dose fold induction at 50 µM; EC50 in µM for titrated hits;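 active = fold induction of absorbance versus untreated yeast above a set limit, then at least 30% activation at any dose in follow-up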;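 note: activators that raise dye reduction in frataxin-depleted yeast; strong numbers were not always called active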
HEK293 NOD2/NF-kB = NOD2 signaling inhibitors, cell-based, luminescence, uHTS, HEK293 (AID 1566) | inhibition, % at 4 µM, or EC50 in µM where a hit was titrated | HEK293 NOD2/NF-kB luciferase reporter, luminescence; higher % means a stronger effect | 290,000 compounds, 0.63% hits; note: many of its hits are not listed in these tables
GPR55 activation = GPR55 agonists via beta-arrestin recruitment, primary screen, imaging, U2OS cells, beta-arrestin-GFP redistribution (AID 1961). G-protein coupled receptor 55 (Homo sapiens). activation, % at 10 µM; hits with a dose series show EC50 in µM. U2OS GPR55 beta-arrestin-GFP redistribution imaging; higher % means a stronger effect. 290,000 compounds, 0.048% hits;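 active = activation above 40% with more than 50 cells counted in the well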;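 note: U2OS osteosarcoma cells stably expressing GPR55 and beta-arrestin-GFP; plate controls were DMSO negative control for no effect and LPI positive control for full effect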
KOR beta-arrestin-2 = KOR antagonists, beta-arrestin recruitment, cell-based, luminescence, uHTS (AID 1778); Kappa-type opioid receptor (Homo sapiens); KOR beta-arrestin recruitment, luminescence, antagonist mode; higher % means a stronger effect; inhibition, % at 10 µM; hits with a dose series show IC50 in µM; 290,000 compounds, 0.091% hits; note: strong numbers were not always called active
NTR1 ag cell count 20 µM = recorded beside NTR1 ag, whose call it bears; cell count; measured here: cell count, cytotoxicity flag
* = called active by the depositor; i = inactive; . = not tested or not shown; [ ] = remark or other dose. Cut-off read from the data, not from the text of the source, unless noted: active = inhibition above about 50%; inactive = the rest. A portion of the library; the hit share may differ from the screen's.

SMILES	NTR1 ag	NTR1 ag cell count 20 µM	KOR beta-arrestin-1	ER stress rescue	TNAP activation fold	NOD1 NF-kB reporter	Yfh1-depleted yeast	HEK293 NOD2/NF-kB	GPR55 activation	KOR beta-arrestin-2
CCOC(=O)N1CCN(C(=O)c2ccc(OC)c(S(=O)(=O)N3CCOCC3)c2)CC1	0.5	39	-4.2%	-0.1%	1.1	-24%	i	8%	-0.1%	30%
O=C(NCC1CCCO1)/C(=C\c1ccco1)NC(=O)c1ccc(Cl)cc1 (stereo not drawn)	0.4	77	-4.1%	0.5%	1.1	17%	i	4%	0.2%	-24%[20 µM]
COc1cccc(/C=C2\CC(C)Cc3c2nc2ccccc2c3C(=O)O)c1OC (stereo not drawn)	-0.1	34	-2.0%	.	.	23%	.	14%	0.3%	5%
Cc1ccccc1-n1c(=O)n(CCc2ccccc2)c(=O)c2[nH]cnc21	1.0	46	-0.5%	.	.	-11%	i	-6%	0.6%	-9%
Cc1ccc(S(=O)(=O)N(C)CCCC(=O)Nc2ccc(C)cc2C)cc1	0.6	64	-0.1%	-0.8%	1.1	-11%	i	8%	-0.3%	-7%
COc1cc2cc(C(=O)N(C)Cc3ccccc3)[nH]c2cc1OC	1.0	101	-4.6%	.	.	-7%	.	6%	0.0%	-4%
CSc1ccc(/C=N/NC(=O)c2sccc2C)cc1	5.1	68	9.3%	5.6%	1	-42%	i	-100%	0.1%	-4%
CC(C)CCNC(=O)CN(CC1CCCO1)C(=O)CCC(=O)Nc1ccccn1 (stereo not drawn)	-0.8	41	4.3%	0.7%	1.1	1%	i	7%	-0.2%	30%
O=C(COC(=O)c1ccccc1Br)NCCc1ccc(F)cc1	-2.1	63	4.5%	3.9%	1	-26%	i	9%	-0.2%	0%
Cc1cc2ccccc2c(=O)n1CC(=O)NC1CCCCCC1	-1.0	40	-3.9%	1.7%	1.1	-8%	i	-5%	0.3%	-2%
CCCN1Cc2cccc(C(=O)NC(C)c3cccs3)c2C1=O (stereo not drawn)	0.0	81	-1.8%	-1.6%	1.2	-5%	i	-7%	-0.2%	14%
CCOc1ccc(N(C)C(=O)CCc2nnc3ccc(NCc4ccco4)nn23)cc1	0.1	67	1.1%	.	.	-6%	.	-4%	0.1%	-59%
CC(C)NC(=O)COC(=O)Cn1[nH]c(=O)c2ccccc2c1=O	-0.8	47	3.0%	-0.4%	1	-30%	i	7%	0.2%	-8%
CN(Cc1ccccc1)c1nc2nonc2nc1N1CCCC(CN2CCCC2=O)C1 (stereo not drawn)	-0.1	64	.	.	.	10%	i	-22%	-0.2%	-3%
Cc1ccc(-c2nnc(SCCC(=O)N3CCOCC3)o2)cc1	1.1	58	-1.3%	.	1.1	-25%	i	13%	0.5%	-9%
O=C(NC(=S)Nc1ncccn1)c1ccc(F)cc1	0.9	60	-2.0%	.	.	-32%	.	-59%	0.3%	4%
CC(C)(c1ccccc1)c1ccc(OCCN)cc1	1.5	55	3.0%	-2.4%	1	-34%	i	-6%	-0.1%	-101%[20 µM]
O=C(CCc1c[nH]c2ccccc12)NCc1ccco1	-0.5	41	1.8%	-0.7%	1.1	-18%	i	-2%	0.2%	-6%[20 µM]
COc1cc(C(C)=O)ccc1OCC(=O)NCC1(N2CCCCC2)CCCCC1	-0.3	51	-2.9%	3.8%	1.1	-5%	i	16%	-0.4%	-4%
COc1ccc(NC(=O)CCC(=O)N/N=C/c2ccncc2)cc1	-0.4	57	2.7%	.	.	-1%	i	4%	-0.1%	0%
Cc1ccc(-c2nc(C3CCN(S(=O)(=O)c4ccc(C(C)(C)C)cc4)CC3)no2)cc1	-0.6	48	6.6%	1.0%	1.1	32%	i	7%	-0.2%	-63%
O=[N+]([O-])c1cc(S(=O)(=O)Nc2cccc(Cl)c2)ccc1N=Nc1c(O)[nH]c2ccccc12	32	82	-4.1%	-2.3%	0.8	1%	i	14%	0.6%	-18%[20 µM]
CCc1ccc(N2CC(C(=O)Nc3ccc(S(=O)(=O)NCC4CCCO4)cc3)CC2=O)cc1 (stereo not drawn)	-0.3	59	4.8%	.	.	6%	.	13%	-0.4%	-71%
CN(C)c1nccc(NCc2ccccc2)c1C#N	-1.2	77	-5.4%	1.7%	1.1	-30%	i	-3%	0.4%	21%
O=C(c1cc(C(=O)NCCc2ccccc2)c(=O)n(CCc2ccccc2)c1)c1cc(Cl)ccc1O	5.3	54	-2.1%	5.3%	0.9	-18%	i	-9%	-0.2%	.
Cc1ccc(C)c(OCC(O)CN2CCCCC2C)c1 (stereo not drawn)	-0.5	36	14%	-2.1%	1.1	-5%	i	-39%	0.2%	-6%
COc1ccc(C(=O)N/N=C/c2cc(Br)ccc2O)cc1OC	1.6	51	3.9%	.	.	9%	i	45%	0.4%	17%
COc1ccc(CC(=O)c2ccc(OC3OC(CO)C(O)C(O)C3O)cc2O)cc1 (stereo not drawn)	0.2	94	-1.7%	.	.	-17%	.	-12%	0.0%	10%
O=C(Nc1cnccn1)Nc1cccc(Cl)c1Cl	-1.7	84	3.1%	-0.9%	1.1	36%	i	16%	0.0%	-49%
CCn1c(CNC(=O)c2ccc(Cl)cc2)nnc1SCC(=O)NC1=NCCS1	-1.4	56	-4.7%	.	.	-13%	.	-2%	-0.1%	-40%
O=C(O)c1ccc(CSc2nnc(-c3ccccc3Cl)n2-c2ccccc2)cc1	0.0	97	0.5%	2.1%	1	-23%	i	0%	0.2%	-11%
CCN(CC)CCn1c(=S)[nH]c2ncccc2c1=O	1.6	81	-4.2%	-1.4%	1	-2%	i	0%	0.0%	-18%
Cc1ccc(C(=O)Nc2cc(Cl)ccc2Oc2ccccc2)cc1[N+](=O)[O-]	2.4	72	-2.2%	0.3%	1.1	17%	i	14%	-0.2%	-30%
COc1ccccc1CCN1CCCC(CN(C)C(=O)c2ccc3nc[nH]c3c2)C1 (stereo not drawn)	-0.2	66	-4.8%	.	.	-16%	.	-1%	-0.1%	20%
Cc1ccc(N/C(N)=N/c2nc(C)cc(N3CCCCC3)n2)c(C)c1	14	51	2.1%	-2.1%	.	-42%	i	4%	0.1%	-39%
CCCC(O)(CCN1CCOCC1)c1ccc(Br)cc1 (stereo not drawn)	-2.1	85	5.2%	-1.3%	1.1	-14%	i	13%	0.0%	-9%
COCCN(C(=O)CN1CCCc2ccccc21)c1c(N)n(Cc2ccccc2)c(=O)[nH]c1=O	1.6	48	-2.1%	-2.0%	1	44%	i	-7%	-0.1%	24%
Cc1cc(C(=O)Nc2ccc([N+](=O)[O-])cn2)cs1	-1.2	57	3.8%	.	.	-52%	.	-54%	-0.1%	8%
FC(F)(F)c1ccc(/C=N/n2c(C3CCCCC3)n[nH]c2=S)cc1	16	76	1.4%	.	.	-13%	.	-6%	-0.1%	-28%
Cc1c(Cl)cccc1NC(=O)c1cccc(NC(=O)CCC(=O)O)c1	0.6	50	2.5%	0.9%	1.1	-5%	i	2%	-0.2%	-1%

Some of the entries so far, with values under each structure:
Fields: NTR1 ag, NTR1 ag cell count 20 µM, KOR beta-arrestin-1, ER stress rescue, TNAP activation fold, NOD1 NF-kB reporter, Yfh1-depleted yeast, HEK293 NOD2/NF-kB, GPR55 activation, KOR beta-arrestin-2
> Cc1ccc(-c2nc(C3CCN(S(=O)(=O)c4ccc(C(C)(C)C)cc4)CC3)no2)cc1
 : -0.6, 48, 6.6%, 1.0%, 1.1, 32%, i, 7%, -0.2%, -63%
> O=C(COC(=O)c1ccccc1Br)NCCc1ccc(F)cc1
 : -2.1, 63, 4.5%, 3.9%, 1, -26%, i, 9%, -0.2%, 0%

Further structures:
SMILES	NTR1 ag	NTR1 ag cell count 20 µM	KOR beta-arrestin-1	ER stress rescue	TNAP activation fold	NOD1 NF-kB reporter	Yfh1-depleted yeast	HEK293 NOD2/NF-kB	GPR55 activation	KOR beta-arrestin-2
CCN(CC)C(=O)C1CCCN(Cc2nc(-c3cnccn3)no2)C1 (stereo not drawn)	-0.5	45	2.7%	-1.3%	1	-37%	i	-12%	-0.3%	-8%
Cc1ccccc1Nc1sc(C(=O)Nc2cccc(Cl)c2)c(N)c1C(N)=O	.	.	1.0%	-2.3%	1.1	-8%	i	-5%	-0.2%	-13%
COc1ccc(NC(=O)Cn2nnc(C(=O)NCc3cccs3)c2N)cc1Cl	1.3	82	0.5%	.	.	-7%	.	-1%	-0.1%	-22%
COc1ccc(NC(=O)CSc2nnc(CNC(=O)c3ccco3)o2)c(OC)c1	1.2	52	1.7%	-4.2%	1.1	-3%	i	2%	-0.1%	13%
CC(=O)N/C(=C/c1ccc2c(c1)OCO2)C(=O)NCCCO	-0.5	38	-0.5%	-2.0%	0.9	-9%	i	4%	0.1%	-17%
O=S(=O)(Nc1ccccc1)c1ccc2c(c1)CCO2	-0.3	45	-1.4%	.	.	-2%	i	0%	0.3%	28%
CC(Cl)C(=O)Nc1cc(C(F)(F)F)ccc1N1CCOCC1 (stereo not drawn)	1.8	64	-8.9%	-0.1%	1.1	-22%	i	-5%	0.1%	7%
Cc1nn(C)c(C)c1CNC(=O)Nc1cccc(Cl)c1	0.4	78	-1.1%	0.0%	1.2	-38%	i	-36%	-0.3%	1%
CCOC(=O)c1ccc(NC(=O)NC2CCN(CC(=O)NCc3ccc4c(c3)OCO4)CC2)cc1	-0.2	72	2.0%	-2.3%	1.2	-34%	i	-15%	0.6%	-10%
COCCNC(=O)c1ccc(CS(=O)(=O)c2ccc(OC)cc2)o1	-2.2	63	6.9%	-0.5%	0.9	-15%	i	-12%	0.0%	10%
CCCOc1ccc(N2C(=O)CC(S/C(N)=N/N=C(\C)c3cccs3)C2=O)cc1 (stereo not drawn)	13	57	0.4%	-0.7%	1	11%	i	12%	-0.1%	14%
CCc1cccc(CC)c1NC(=O)c1cc(CN2C(=O)c3ccccc3C2=O)ccc1OC	5.5	62	5.4%	8.2%	1.1	-4%	i	12%	0.4%	-8%
COCCN(C(=O)CNC(=O)c1ccco1)C(C(=O)NC1CCCC1)c1cccs1 (stereo not drawn)	-6.5	35	-5.1%	3.3%	1.1	-28%	i	3%	-0.3%	2%
Cc1nn(Cc2ccc(F)cc2)c(C)c1NC(=O)CCCn1nc([N+](=O)[O-])cc1C	0.2	75	-4.4%	0.1%	1.2	-35%	i	5%	-0.8%	5%
COc1cc2ncnc(Nc3ccc4c(c3)OCO4)c2cc1OC	0.3	106	-2.8%	.	.	17%	.	-190%	-0.1%	8%
CCN(CC)Cc1c(C(=O)N/N=C/c2cccnc2)nnn1-c1nonc1N	-0.6	41	2.4%	.	.	-7%	.	12%	.	-19%
